UBC13 inh – UBC13 polyubiquitin chain formation inhibitors, primary screen, biochemical, TR-FRET, uHTS; AID 485273, 2010; inhibition, % at 20 µM; Ubiquitin-conjugating enzyme E2 N (Homo sapiens), P61088; hit rate 0.47% among 330,000; in the data active = inhibition above about 45%, passing the limit was not always enough
Target sequence (P61088 whole entry, looked up): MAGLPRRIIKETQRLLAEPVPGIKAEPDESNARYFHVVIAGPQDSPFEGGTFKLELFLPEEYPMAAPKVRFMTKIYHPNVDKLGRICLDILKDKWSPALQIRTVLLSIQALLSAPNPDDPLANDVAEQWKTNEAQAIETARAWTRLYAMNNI
697 NFkB inh – inhibitors of PMA/ionomycin-induced NF-kB reporter, 697 cells, primary screen, B-cell NF-kB inhibitor project, cell-based, luminescence, uHTS; 697 B-cell NF-kB luciferase reporter, 16 h; inhibition, % at 4 µM; hit rate 0.33% among 330,000; AID 435022, 2010; in the data active = inhibition above about 35%
Jurkat NFkB inh – inhibitors of induced NF-kB luciferase reporter, primary screen, TCR NF-kB activation inhibitor project, cell-based, luminescence, uHTS. hit rate 0.53% among 330,000. inhibition, % at 4 µM. Jurkat, PMA/ionomycin-induced NF-kB luciferase reporter
Gli-Sufu antag – Gli-Sufu pathway antagonists, primary screen, luciferase luminescence, Sufu-KO-LIGHT cells, uHTS; hit rate 0.74% among 340,000; Sufu-KO-LIGHT fibroblasts, Gli luciferase reporter luminescence; inhibition, % at 5 µM;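 active = inhibition above about 55%, limit read from the data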;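 also: 0% = DMSO-treated cells and 100% = wells with medium but no cells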
EBI2 antag – EBI2 receptor antagonists, beta-arrestin recruitment, primary screen, cell-based, luminescence, 7a,25-OHC stimulation, uHTS | G-protein coupled receptor 183 (Homo sapiens), P32249 | AID 651636, 2012 | 7a,25-OHC stimulated | hit rate 0.81% among 360,000 | inhibition, % at 5 µM; in the data active = inhibition above about 38%;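 also: enzyme fragment complementation signal reports receptor beta-arrestin coupling in cells; 0% = agonist plus DMSO wells and 100% = wells without agonist; some results beyond the cut were filed as inactive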
Apaf1 inhib – inhibitors of human Apaf-1 apoptosome, primary screen, biochemical, DEVD-Rh110 fluorescence, uHTS | AID 489030, 2010 | inhibition, % at 20 µM | reconstituted apoptosome caspase-3 activity | hit rate 0.71% among 330,000 | Apoptotic protease-activating factor 1 (Homo sapiens), O14727; active = inhibition of at least 40% at 20 µM;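 also: plate controls were DMSO wells for no effect and DEVD-CHO caspase inhibitor wells for full effect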
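Material: reconstituted apoptosome with Apaf-1, cytochrome c, caspase-9, procaspase-3, dATP; medium: pH 7.5 Hepes buffer with CHAPS, BSA, DTT; also added: cytochrome c and DEVD-Rh110 substrate; timing: 30 min plus 50 min, RT; signal: Rh110 fluorescence intensity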
SENP8 block – SENP8 protease inhibitors, primary screen, biochemical, luminescence | Sentrin-specific protease 8 (Homo sapiens), Q96LD8 | AID 2540, 2010 | hit rate 1.2% among 330,000 | purified SENP8, Z-RLRGG-aminoluciferin cleavage | inhibition, % at 10 µM
Target sequence (Q96LD8 whole entry, looked up): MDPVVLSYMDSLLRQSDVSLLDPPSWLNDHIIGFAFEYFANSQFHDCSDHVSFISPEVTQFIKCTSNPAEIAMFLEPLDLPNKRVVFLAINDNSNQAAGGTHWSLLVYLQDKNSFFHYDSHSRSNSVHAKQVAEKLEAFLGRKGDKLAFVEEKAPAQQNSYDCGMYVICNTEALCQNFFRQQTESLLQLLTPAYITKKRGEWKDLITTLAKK
CCR6 antagonist – CCR6 receptor antagonists, primary screen, cell-based, CHO-K1, luminescence, beta-arrestin, uHTS | CHO-K1 CCR6 PathHunter beta-arrestin, CCL20-stimulated | hit rate 0.49% among 340,000 | inhibition, % at 20 µM | C-C chemokine receptor type 6 (Homo sapiens), P51684;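 active = compounds whose inhibition of the agonist-driven luminescence signal at 20 µM reaches about 50%, limit read from the data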;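 also: cells stimulated with CCL20 at 14 nM final; plate controls were DMSO with CCL20 for no effect and DMSO without agonist for full effect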
Target sequence (P51684 whole entry, looked up): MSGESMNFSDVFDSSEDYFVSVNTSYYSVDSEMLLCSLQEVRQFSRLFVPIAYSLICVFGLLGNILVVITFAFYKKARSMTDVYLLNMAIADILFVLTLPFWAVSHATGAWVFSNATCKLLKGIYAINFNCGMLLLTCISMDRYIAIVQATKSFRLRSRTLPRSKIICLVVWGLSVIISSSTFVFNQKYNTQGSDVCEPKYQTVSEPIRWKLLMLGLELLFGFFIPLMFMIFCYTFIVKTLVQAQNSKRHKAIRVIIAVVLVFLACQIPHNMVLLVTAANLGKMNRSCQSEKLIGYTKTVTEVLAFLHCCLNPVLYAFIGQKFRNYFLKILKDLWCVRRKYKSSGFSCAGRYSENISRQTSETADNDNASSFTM
* hit, by the source's call; · = no result given. Rule as the data show it, unless noted: active = inhibition above about 50%; inactive = the rest.

SMILES	UBC13 inh	697 NFkB inh	Jurkat NFkB inh	Gli-Sufu antag	EBI2 antag	Apaf1 inhib	SENP8 block	CCR6 antagonist
CCn1c(SCC(=O)Nc2nonc2C)nnc1-c1ccco1	2	10	-14	3	-6	-3	-6	16
Oc1ccc(N=C/C=C/c2ccc(Br)cc2)cc1-c1nc2ccccc2s1	-28	-66	-11	·	·	4	19	·
O=C(c1cccs1)N1N=C(c2ccccc2)CC1c1ccccc1 (centres undefined)	14	-22	1	4	-4	12	-8	13
CC1CCCC(C)N1S(=O)(=O)c1ccc(S(=O)(=O)NCCc2ccncc2)cc1 (centres undefined)	-5	-10	10	0	-4	11	5	-15
COc1ccc(NC(=O)CCN2CCCC2)c(OC)c1	1	0	1	-2	-5	2	7	3
COc1ccc(CC(=O)NNS(=O)(=O)c2ccccc2[N+](=O)[O-])cc1	-3	4	-6	-12	-7	-4	-2	0
CN(C)c1ccc(N2C(=NC(=O)CC3CCCCC3)SC3CS(=O)(=O)CC32)cc1 (centres undefined)	0	-7	-5	33	9	11	-2	8
CCOC(=O)C(NC(C)=O)(N1CCc2ccccc2C1)C(F)(F)F (centres undefined)	12	2	5	0	-1	-2	3	13
CCOC(=O)Nc1c(C(=O)OC)[nH]c2cccc(OC)c12	17	18	-13	-5	-3	-5	2	16
COc1ccc(C2SCCN2S(=O)(=O)c2ccccc2)cc1OC (centres undefined)	-1	-7	-1	-1	-7	3	-9	-10
CN(C)S(=O)(=O)Oc1ccsc1C(=O)Nc1cccc(Cl)c1	2	10	-6	0	1	13	-14	8
O=C(NC1CCS(=O)(=O)C1)c1cccnc1 (centres undefined)	-3	-3	-16	·	·	1	-7	·
CCS(=O)(=O)N1CCN(c2ccc([N+](=O)[O-])c(NCc3ccccc3)c2)CC1	-18	-6	-1	4	23	16	4	18
CC(=C1C(=O)c2ccccc2C1=O)N1CCc2ccccc2C1	-44	-4	-7	-5	-7	16	-7	-3
Cc1nc2ccccc2n1C(=O)c1ccccc1[N+](=O)[O-]	-15	9	-7	4	6	-4	3	-2
C=CCN(C(=O)Nc1ccc(Cl)cc1)C1CC(=O)N(c2ccc(OC)cc2)C1=O (centres undefined)	5	1	3	7	-4	-9	2	5
CCOCCn1c2ccccc2c2nc3ccccc3nc21	28	3	-32	-8	11	10	-3	12
O=[N+]([O-])c1cnc(Sc2ccncn2)s1	7	9	28	5	26	-1	-10	80*
COc1ccc(NC(=O)CN(C)CC(=O)Nc2cccc(F)c2)cc1Cl	-1	-2	-4	5	1	-2	-12	2
COC(=O)C1=C(C)Nc2c(c(=O)n(C)c(=O)n2C)C1c1cccnc1 (centres undefined)	-2	6	1	30	-6	-6	-1	-29
O=C(Nc1ccc2[nH]ccc2c1)c1cccs1	5	-95	-87	-99	-12	-13	1	-6
Cn1c(SCC(=O)NCc2ccco2)nnc1-c1ccccc1	0	7	-7	-2	0	3	14	-1
CC(C)c1ccc(NC(=O)COc2ccc(F)cc2C(=O)c2cnn(-c3ccccc3)c2)cc1	-4	-181	-53	-11	30	22	-8	16
O=C(CS(=O)(=O)c1c[nH]c2ccccc12)NC1CCCCC1	-6	-17	-16	-1	-3	7	-8	15
CC(C)C(NC(=O)CN1C(=O)c2ccccc2S1(=O)=O)C(C)C	4	-4	2	-1	3	8	-8	1
More entries.
SMILES	UBC13 inh	697 NFkB inh	Jurkat NFkB inh	Gli-Sufu antag	EBI2 antag	Apaf1 inhib	SENP8 block	CCR6 antagonist
Cc1ccc(S(=O)(=O)N2[C@@H](c3ccccc3)C(C(=O)O)=CC[C@H]2c2ccc(C(C)C)cc2)cc1	-26	14	7	1	-5	25	5	9
CCCCC(=Nc1ccccc1OC)C1=C(O)CC(c2ccccc2)CC1=O (centres undefined)	12	18	3	-24	-11	0	-6	11
O=C(C1CCCN(S(=O)(=O)c2cccc3cccnc23)C1)N1CCN(c2ccccc2F)CC1 (centres undefined)	3	3	7	-22	-4	-4	6	9
CCn1cc(Br)c(C(=O)Nc2ccc(Cl)c(Cl)c2)n1	6	-52	-58	-54	1	13	-7	1
Cc1[nH]c(C)c(S(=O)(=O)N2CCN(c3cccc(C(F)(F)F)c3)CC2)c1C(=O)N1CCCCC1	4	-44	-11	-2	-4	18	-2	2
OCCNCCOCCOc1ccccc1-c1ccccc1	-1	-18	-14	7	6	0	-4	-1
COc1ccc(CCNC(=O)c2cccs2)cc1	-4	-49	-14	-16	1	11	-10	1
COc1ccc2c(c1)O/C(=C\c1ccco1)C2=O	-11	-9	-16	-48	-2	2	-8	11
COc1cc2c3c(c1)C(C)=CC(C)(C)N3C(=O)C2=O	-74	7	-4	2	-16	7	-16	11
COc1ccc(N2CCN(C(=O)CCNC(=O)c3ccc(Br)cc3)CC2)cc1	-4	-3	-5	4	3	15	-8	1
Cc1ccc2c(c1)sc1nc(=O)n(-c3ccc(Cl)c(Cl)c3)c(=O)n12	7	9	-6	-11	-1	-8	9	-1
O=C(COc1ccc2ccc(=O)oc2c1)NCCCn1ccnc1	4	-6	18	-3	-1	-8	-6	18
O=C1c2cccc3cccc(c23)C(=O)N1c1cccnc1	-13	-19	-3	-1	0	7	-10	5
C/C(=N\NC(=O)c1nnn(-c2nonc2N)c1C(C)C)c1ccc2ccccc2c1	-19	-82	-24	60*	10	7	1	8
Cn1ncc(Br)c1C(=O)N1CCc2ccccc21	-14	6	-16	1	-8	6	-13	0
CCOc1c(Br)cc(C2CC(=O)Nc3cc(OC)c(OC)cc32)cc1OC (centres undefined)	0	-2	-14	26	-2	-5	1	14
O=C1[C@@H]2C(Cc3ccc(O)cc3)NC3(C(=O)Nc4ccc(F)cc43)[C@@H]2C(=O)N1c1ccccc1 (some centres undefined)	0	-10	-6	·	-1	5	1	5
O=C(/C=C/c1c(F)cccc1Cl)c1ccc(O)cc1	-19	1	20	11	-3	15	7	11
COc1cc([N+](=O)[O-])ccc1NC(=O)CCN1C(=O)C2C3CCC(C3)C2C1=O (centres undefined)	-17	-8	-7	0	-1	2	-5	14
O=C(CN1CCOCC1)N1CCCc2ccccc21	-4	11	-2	6	-8	-7	8	-2
CCOC(=O)c1cnc2nc(SCc3ccccc3Cl)[nH]n2c1=O	-6	-15	-25	7	18	7	-4	8
Cn1c(SCCS(=O)(=O)c2ccc(Cl)cc2)nnc1-c1ccccc1	9	7	1	-1	-15	-2	-6	9
COc1ccccc1NC(=O)C1CCN(c2ncnc3c2nc2n3CCCCC2)CC1	15	-47	4	-5	1	11	-1	1
CCCCN(C(=O)CN1CCOCC1)c1c(N)n(CC(C)C)c(=O)[nH]c1=O	1	4	7	-9	-5	-2	-2	-7
CCN(CC)CCNc1ncnc2c1sc1nc(N3CCOCC3)c3c(c12)CCCC3	69*	-6	-7	3	17	-2	6	18
The results go on:
SMILES	UBC13 inh	697 NFkB inh	Jurkat NFkB inh	Gli-Sufu antag	EBI2 antag	Apaf1 inhib	SENP8 block	CCR6 antagonist
Cc1ccc(C)c(NS(=O)(=O)c2c(C)nn(C)c2C)c1	-4	-9	5	0	-2	4	-1	12
CCc1ccc(N(C(=O)c2csnn2)C(C(=O)NC2CCCC2)c2cccnc2)cc1 (centres undefined)	-7	10	0	-23	7	0	-5	12
O=C(Nc1ccc(Cl)cc1)N(Cc1cccs1)Cc1cccs1	-10	-24	-16	-2	-5	18	-5	2
O=C(NCc1cccs1)C1CC(=O)N(c2ccccc2)C1 (centres undefined)	-2	6	2	-2	-12	-2	9	9
O=C(c1cc(S(=O)(=O)N2CCOCC2)ccc1F)N1CCc2ccccc21	3	-7	-5	0	5	-1	-3	16
Cn1cc(Cl)c(C(=O)NNC(=S)NC2CCCCC2)n1	0	-10	-1	-7	-16	2	-1	4
O=C(c1cc(COc2ccc(F)cc2Cl)on1)N1CCCCC1c1cccnc1 (centres undefined)	-3	-43	-24	-18	-1	18	-19	13
CCOC(=O)C(C(=O)OCC)C(Nc1cccc(Br)c1)c1ccccc1 (centres undefined)	6	-25	18	-6	-20	0	0	16
COc1ccc(N2CCN(C(=O)c3cccc(NC4=NC5CS(=O)(=O)CC5S4)c3)CC2)cc1 (centres undefined)	0	1	-4	-4	4	-14	-2	10
COCCNC(=O)c1c[nH]c2ccc(S(=O)(=O)N(C)c3ccc(C)c(C)c3)cc2c1=O	0	-7	41	-6	-10	-68	-1	-13
Cc1nn(CC(=O)Nc2ccc(S(N)(=O)=O)cc2)c(=O)c2ccccc12	3	1	-5	-5	-8	5	0	2
CCn1c(N2CCN(CC(=O)c3c(C)n(C)c4ccc(OC)cc34)CC2)nc2c1c(=O)[nH]c(=O)n2C	8	1	2	-3	1	22	11	17
CC(=O)c1sc(=S)n(-c2ccc(Cl)cc2)c1C	2	-12	-4	2	4	0	-2	6
OC1(C2(O)CC(c3ccccc3)ON2)CCCCC1 (centres undefined)	3	-10	-6	10	-8	12	-2	-3
O=C(c1cccc(NS(=O)(=O)c2ccccc2)c1)N1CCCC1	-3	-2	14	17	12	15	1	6
Cc1cc2nn(-c3ccc(F)cc3)nc2cc1N	-7	-140	-131	-87	17	31	70*	3
CCOC(=O)C1C(c2ccccc2O)NC(=O)NC1(O)C(F)(F)F (centres undefined)	0	14	7	-26	3	-6	2	-6
CN(C)CCNC(=O)C(=O)C1C(=O)Nc2ccccc21 (centres undefined)	1	4	7	·	·	-7	2	·
COc1ccc(/C=N/NC(=S)Nc2ccccc2)cc1	4	-39	-46	2	-4	9	3	11
Cc1cccc(OC(=O)c2cn(C)nc2C(F)(F)F)c1C	-2	-7	-7	-1	-6	7	-11	3
Cn1c(SCC(=O)Nc2cccnc2Cl)nnc1-c1ccco1	-3	5	5	2	0	4	-2	3
c1cncc(-c2nn[nH]n2)c1	4	8	0	-2	-4	-8	5	1
COCCNC(=S)c1ccc(Br)cc1	16	15	6	-5	5	-19	0	-1
Nc1ccc(N2CCOCC2)c(Cl)c1	1	15	-4	-1	2	-5	9	13
Cc1ccc(S(=O)(=O)N2CCOCC2)cc1C(=O)OCC(=O)c1ccc(Br)cc1	-11	-17	0	0	11	8	5	15
CNC(=O)c1ccc(N(Cc2ccccc2C)S(C)(=O)=O)cc1	10	17	5	1	-15	-17	-2	16
CC(=O)Nc1cccc(NC(=O)C2CCN(C(=O)c3ccco3)CC2)c1	5	12	12	1	-2	-4	4	0
CCCCCn1c(CN2CCN(Cc3ccccc3)CC2)nc2c1c(=O)n(C)c(=O)n2C	-16	-72	-3	16	22	11	-5	10

Sorted by molecular weight (smallest number first): some entries from above.
SMILES	UBC13 inh	697 NFkB inh	Jurkat NFkB inh	Gli-Sufu antag	EBI2 antag	Apaf1 inhib	SENP8 block	CCR6 antagonist
Nc1ccc(N2CCOCC2)c(Cl)c1	1	15	-4	-1	2	-5	9	13
CN(C)CCNC(=O)C(=O)C1C(=O)Nc2ccccc21 (centres undefined)	1	4	7	·	·	-7	2	·
O=C(NCc1cccs1)C1CC(=O)N(c2ccccc2)C1 (centres undefined)	-2	6	2	-2	-12	-2	9	9
Cc1nn(CC(=O)Nc2ccc(S(N)(=O)=O)cc2)c(=O)c2ccccc12	3	1	-5	-5	-8	5	0	2
O=C(c1cc(COc2ccc(F)cc2Cl)on1)N1CCCCC1c1cccnc1 (centres undefined)	-3	-43	-24	-18	-1	18	-19	13
CCOC(=O)C(C(=O)OCC)C(Nc1cccc(Br)c1)c1ccccc1 (centres undefined)	6	-25	18	-6	-20	0	0	16

An excerpt; count on the stated rates, not on these rows.
